S3 lipid droplet – qHTS Assay for Lipid Storage Modulators in Drosophila S3 Cells | Drosophila S3 cells, BODIPY lipid droplet fluorescence, 18-24 h; cells fed with added oleic acid | AID 2685 | Potency in µM for hits, for the others lipid storage change, negative = inhibition, % at the top dose, mostly 46.1 µM | actives 0.64% (n = 320,000); active = well fitted inhibition curve with a large enough effect in the signal ratio, with a control signal flat, not every such curve was filed as active; inconclusive = small, poorly fitted or top-dose-only effect, or effect the other way, or a change in a side signal; the % refers to the signal ratio
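Drosophila S3 cells got compounds at several concentrations plus oleic acid (400 uM solution). Laser-scanning cytometry with 488 nm excitation read lipid droplets at 500-530 nm and cells at 575-640 nm. Percent activity was relative to 20 uM Triacsin C.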
S3 lipid droplet cell count max – also measured in S3 lipid droplet; calls as there; cell number change, %; measured here: cell count max response;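 cells counted by Cell Tracker Red CMTPX staining in the red channel; peak over a dose series mostly up to 46.1 µM; percent activity relative to internal control wells on each plate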
An asterisk follows results filed as active; i = inactive; ? = inconclusive; . = not tested or not shown. % is scaled to controls: 0 for no effect and ±100 for the full control effect; potency is read from the fitted curve at half-maximal effect. A portion of the library; rates above refer to the full screens.

Start of the listing, in advance, two compounds:
Sequence of screens: S3 lipid droplet cell count max, S3 lipid droplet
COc1ccc(Cl)cc1S(=O)(=O)n1ccnc1C(C)C
  ., ?
Cc1nc(Nc2ccc(Cl)cc2)c2oc3ccccc3c2n1
  17, 10%

All compounds of this part (from the top)
Sequence of screens: S3 lipid droplet cell count max, S3 lipid droplet
COc1ccc(Cl)cc1S(=O)(=O)n1ccnc1C(C)C
  ., ?
Cc1nc(Nc2ccc(Cl)cc2)c2oc3ccccc3c2n1
  17, 10%
O=C(c1ccccc1)N1N=C(C(F)(F)F)CC1(O)c1ccc(F)cc1 (stereo not given)
  -22, -9%
COc1cccc(CN(C)C(=O)c2ccc3c(=O)n4c(nc3c2)CCC4)c1OC
  ., ?
O=C(C1=CC=CN2CCS(=O)(=O)N=C12)N1CCN(c2cccc(Cl)c2)CC1
  ., ?
COc1cccc(NC(=O)c2ccccc2)c1
  ., ?
O=P(CCC(F)(F)F)(CCC(F)(F)F)CCC(F)(F)F
  ., ?
O=C(O)c1cccc(NN=C2c3ccccc3-c3ccccc32)c1
  ., ?
COc1ccc(-c2coc3cc(OC)cc(O)c3c2=O)cc1
  -3, -2%
Cc1cccc(NC(=O)CSc2nc3nc4c(cc3c(=O)n2-c2ccccc2)CCCC4)c1
  -9, 9%
Cc1ccc(C)c(Cn2c(=O)c3c(nc4n3CCN4Cc3ccco3)n(C)c2=O)c1
  ., ?
Cc1ccc(-c2csc(NC(=O)c3cccc(N4C(=O)CCC4=O)c3)n2)o1
  -5, -1%
CC(C)c1c(C(=O)N/N=C/c2ccc(C(F)(F)F)cc2)nnn1-c1nonc1N
  ., ?
Cc1ccc(CNC(=O)CN2C(=O)NC(C)(c3cccc(Br)c3)C2=O)cc1 (stereo not given)
  ., ?
COc1cccc(CC(NC(C)=O)C(=O)NC2CCN(c3c(Cc4ccccc4)c(C)nc4ncnn34)CC2)c1 (stereo not given)
  26, -5%
O=C(CCS(=O)(=O)c1ccc(Br)cc1)N1CCN(c2ccc(Cl)cc2)CC1
  20, 6%
Cc1ccc(C2=NNC3(CCOC(C)(C)C3)S2)cc1 (stereo not given)
  7, -1%
Cc1cc(N2CCCC2)c(F)cc1/C=C\[N+](=O)[O-]
  ., ?
CCC(C(=O)NC1CCCC1)N(C(=O)c1snc(C(N)=O)c1N)c1ccc(OC)cc1 (stereo not given)
  ., ?
COc1ccc2ccn(S(=O)(=O)c3ccccc3)c2c1
  ., ?
Cc1ccc(S(=O)(=O)NCCCN2CCOCC2)c(C)c1
  3, -5%
Cc1cc(C(=O)CSc2nnc(N)s2)c(C)n1-c1c(C)n(C)n(-c2ccccc2)c1=O
  ., ?
O=C(Oc1c(-c2ccccc2)c(=O)n2c3c(cccc13)CC2)c1ccco1
  ., ?
CC(NC(=O)Cn1ncc(Cl)c(Cl)c1=O)C12CC3CC(CC(C3)C1)C2 (stereo not given)
  ., ?
O=C(NC(=S)Nc1ccc(S(=O)(=O)Nc2ccccc2)cc1)C1CC1
  ., ?
COc1cccc(NS(=O)(=O)c2ccc3[nH]cc(C(=O)NCCC(C)C)c(=O)c3c2)c1
  3, 14%
Oc1ccc(C2=NNC(=NCc3ccc4c(c3)OCO4)SC2)c(O)c1
  3, 1%
CCN(CC(=O)NC(C)C)Cc1nc2sc3c(c2c(=O)[nH]1)CCC3
  ., ?
CCOC(=O)N1CCN(S(=O)(=O)c2c(C)nn(C)c2C)CC1
  10, -13%
Cc1ccc(C(=O)Nc2ccc(CN3CCS(=O)(=O)CC3)cc2)cc1C
  ., ?
COc1ccc(C(=O)NCCc2c[nH]c3ccccc23)cc1S(=O)(=O)N1CCCCC1C (stereo not given)
  5, -6%
O=C(Cc1nnc(NC(=O)c2ccccc2)s1)N/N=C/c1cccc(O)c1
  6, -1%
CCCC(=O)N=c1sc2c(OC)ccc(OC)c2n1C
  ., ?
COc1cc(-c2nc3ccc(C)cn3c2Nc2ccc3c(c2)OCCO3)ccc1O
  ., 7%
O=C(Nc1ccc(Cl)cc1)c1cccs1
  ., ?
Fc1ccc(C2CCCCN2Cc2nc(CC3CC3)no2)cc1 (stereo not given)
  ., ?
Cc1nc2ccc(S(=O)(=O)NC(C(=O)Nc3nc4ccc(Cl)cc4s3)C(C)C)cc2s1 (stereo not given)
  ., ?
CC(=O)OCC1=C(C(=O)O)N2C(=O)C(NC(=O)c3ccc(COc4c(C)cccc4Cl)o3)C2SC1 (stereo not given)
  ., 5%
COc1ccc(Br)c(C(=O)OCc2cc(=O)oc3cc(C)ccc23)c1
  ., ?
CC(=O)c1c(C(C)=O)c(C)n(-c2ccc(C(=O)O)cc2)c1C
  ., ?
CCC(=O)Nc1ccc2oc(-c3ccccc3Br)nc2c1
  ., ?
CCn1c(-c2cccc(Cl)c2)n[nH]c1=S
  2, 21%
CCCCCOc1ccc(/C=C/C(=O)NCCc2nc3ccccc3[nH]2)cc1OC
  -29*, 13µM*
Cc1nn(-c2ccccc2)c(C)c1/C=N/NC(=O)c1cc(-c2ccc(Cl)s2)[nH]n1
  ., ?
Cc1cccc(C(=O)OCC(=O)NN2C(=O)NC3(CCCCC3)C2=O)c1
  ., ?
N#CCC(CNc1ncc(C(F)(F)F)cc1Cl)OC(=O)c1ccc(Cl)cc1 (stereo not given)
  -6, -25%
COC(=O)[C@@]1(Cc2ccc(OC)cc2)[C@@H]2C(=CC(=O)[C@H]2CC(=O)C(=O)N(C)C)CN1C(=O)c1ccccc1
  -6, 1%
S=c1[nH]nc(-c2cc(-c3ccccc3)n[nH]2)n1/N=C/c1cccc(Cl)c1
  ., ?
CCCCNC(=O)NCCN1CCOCC1
  -9, -11%
NNC(=O)CSc1nc(-c2ccccc2)nc2c1CCCC2
  ., ?
Cc1ccc(-c2c(C)c(-c3ccc(F)cc3)nc(N)c2C#N)o1
  ., ?
CCn1c(SCCC(=O)O)nnc1-c1cccnc1
  ., ?
COCCn1c(SCc2cc(=O)n3cc(C)ccc3n2)nc2ccccc2c1=O
  ., ?
COc1ccc(-c2cc3c(=O)n(CC(=O)Nc4ccc(C(C)=O)cc4)ncn3n2)cc1
  ., ?
CC(C)[C@H]1CN=C2N(CCNC(=O)CCC3CCCCC3)[C@H](Cc3ccc(O)cc3)CN21
  0, -5%
O=C(Nc1cccc(C(F)(F)F)c1)c1ccc(N2CCNCC2)c([N+](=O)[O-])c1
  0, -20%
COc1ccc(C(=O)CSc2nnc(COc3ccc(C#N)cc3)n2-c2ccccc2)cc1
  ., ?
COc1ccc(NC(=O)C2CCN(S(=O)(=O)c3ccc(Br)s3)CC2)cc1OC
  ., 17%
CC1CCC2(CC1)NC(=O)N(NC(=O)c1cc3ccccc3o1)C2=O (stereo not given)
  ., ?
Cc1ccccc1OCC(=O)Nc1ccc2oc(=O)ccc2c1
  -6, -2%

Next results follow.
Sequence of screens: S3 lipid droplet cell count max, S3 lipid droplet
COc1ccc(CNC(=O)C/C(C)=N/NC(=O)c2cnccn2)cc1
  -8, 3%
O=C(CSc1cccc[n+]1[O-])c1ccccc1Br
  ., ?
c1ccc(Cn2c(NCc3ccccn3)nc3ccccc32)cc1
  ., ?
O=C(NCc1ccc(N2CCCC2=O)cc1)c1cnccn1
  ., ?
O=C(COC(=O)CCC(=O)c1ccc(Cl)cc1)NCCc1ccccc1
  ., ?
Cc1ccccc1S(=O)(=O)Nc1cccnc1
  2, 5%
COc1ccc(Cl)cc1S(=O)(=O)N1CCCC1=O
  9, -14%
COc1ccc(CN2CSC(=S)N(Cc3ccccc3)C2)cc1
  ., ?
Cn1cc(C2=C(c3ccc(Cl)cc3Cl)C(=O)NC2=O)c2ccccc21
  ., ?
Cc1ccc(C(c2nnnn2CC2CCCO2)N2CCN(C(=O)c3ccco3)CC2)cc1 (stereo not given)
  18, 11%
O=C(CCNC(=O)c1ccccc1)OCN1C(=O)c2ccccc2C1=O
  -9, 0%
CC1(C)CC2(CCCN(CC(O)(c3ccccc3)c3ccccc3)C2)CCO1 (stereo not given)
  11, 4%
O=C(Nc1ccc2c(c1)OCO2)c1ccc(Cl)nc1
  ., ?
CCCn1c(O)c(C=Nc2ccccc2)sc1=S
  2, 17%
Cn1cccc1CNC(=O)Nc1ccc(Cl)cc1
  -19, 7%
Fc1ccc(/C=N/Nc2cc(N3CCOCC3)ncn2)cc1
  -1, 17%
CCc1c(C(=O)NCc2ccccc2Cl)[nH]c(C)c1C(C)=O
  ., ?
COc1cc(CN2CCC(n3nccc3NC(=O)C3CC3)CC2)cc(OC)c1
  ., ?
COc1ccc(S(=O)(=O)N2CCC(C(=O)NCCC(=O)NCc3ccccc3OC)CC2)cc1
  ., ?
O=C(c1cccnc1)N1CCN(S(=O)(=O)c2ccc(F)cc2)CC1
  -1, 12%
O=C(O)C1=C[C@@H](C2CC2)C[C@@H](OCc2ccc(CO)cc2)O1
  ., ?
O=C(O)c1ccc(CSC2CCCCC2)cc1
  ., ?
COCCCNC(=O)CN(c1ccc(OC)cc1)S(=O)(=O)c1ccc(NC(C)=O)cc1
  ., ?
C/C(Cl)=C/Cn1c(SCC(C)C)nc2c1c(=O)[nH]c(=O)n2C
  -8, 11%
NC(=O)CN1C(=O)C(=O)N(Cc2ccccc2Cl)C1=O
  ., 5%
CSCCC(NC(=O)C1CCC(C)CC1)C(=O)NCCN1CCC(C)CC1 (stereo not given)
  -4, -6%
CC(=O)c1ccccc1NC(=O)COC(=O)C1=NN(c2ccccc2)C(=O)CC1
  ., ?
COC(=O)c1ccc(N2CCC(c3cc(-c4ccc(OC)cc4)n[nH]3)CC2)c([N+](=O)[O-])c1
  ., ?
O=S(=O)(N1CCOCC1)N1CCCN(S(=O)(=O)N2CCOCC2)CC1
  -8, i
Cc1cc(C)c2c(N=CN(C)C)c(C(=O)N3CCN(c4ncccn4)CC3)sc2n1
  ., ?

Single records, from the list above.
COc1ccc(Cl)cc1S(=O)(=O)N1CCCC1=O is entered as S3 lipid droplet cell count max: 9; S3 lipid droplet: -14%
C/C(Cl)=C/Cn1c(SCC(C)C)nc2c1c(=O)[nH]c(=O)n2C is entered as S3 lipid droplet cell count max: -8; S3 lipid droplet: 11%

(cont.)
Sequence of screens: S3 lipid droplet cell count max, S3 lipid droplet
Cc1ccc(Sc2cnc3ccccc3n2)cc1
  10, i
Cc1cccc(NC(=O)c2ccc(S(=O)(=O)N3CCOCC3)cc2)c1C
  9, 9%
Cc1cc(C(=O)N/N=C/c2ccc([N+](=O)[O-])cc2)c2ccccc2n1
  -12, 0%
COc1cc(NS(=O)(=O)c2ccc3c(c2)NC(=O)CO3)cc(OC)c1
  12, i
N#Cc1c(-c2ccccc2)cc(-c2cccs2)nc1SCC(=O)O
  9, 3%
Cc1ccc(S(=O)(=O)N(Cc2nccn2C)C(C)C)cc1
  ., ?
N=c1n(CC(=O)c2cccs2)c2ccccc2n1Cc1ccccc1
  ., ?
N#CCC(=O)Nc1nc(-c2ccc3c(c2)OCCO3)cs1
  ., ?
O=C(c1ccc(OC2CCN(Cc3ccccc3O)CC2)cc1)N1CCCCC1
  6, 5%
Cc1cccc(Nc2ncnc3c2cnn3Cc2ccccc2)c1
  ., ?
CC1(c2ccc(Cl)cc2)NC(=O)N(CC(=O)c2ccc3c(c2)OCO3)C1=O (stereo not given)
  ., ?
c1ccc(Oc2ccc(-n3cnnn3)cc2)cc1
  ., ?
CC(=O)C1C(c2ccc(Br)cc2)C2C(C)=NN=C2CC1(C)O (stereo not given)
  8, 6%
CC(=O)Nc1ccc(S(=O)(=O)N2CCN(C)CC2)cc1
  -22, -20%
NC(=O)[C@@H]1CCCNc2c(F)cc([N+](=O)[O-])cc2C(=O)N[C@@H](CO)C(=O)NCC(=O)N1
  -9, 5%
Cc1ccc(CCNC(=O)C2CCC(=O)N2C2CCCC2)cc1 (stereo not given)
  ., ?
CCOC(=O)C(=O)Nc1ccc([N+](=O)[O-])cc1OC
  -15, 0%
NC(=O)c1cccnc1Oc1ccc(Cl)cc1
  3, 17%
CCOc1ccc(/C(O)=C2/C(=O)C(=O)N(c3cc(C)on3)C2c2ccc(C(=O)OC)cc2)cc1 (stereo not given)
  -5, -3%
CCOC(=O)N1CCC(c2cc(=O)n3[nH]c(C)c(-c4ccc(F)cc4)c3n2)CC1
  ., i
COC(=O)C1=CNC=C(C(=O)OC)C1c1ccccc1Cl
  ., ?
CC(=O)Nc1ccc(NC(=O)C2CCN(C(=O)C3CC(=O)N(c4ccc(C)cc4)C3)CC2)cc1 (stereo not given)
  ., ?
CC1(C)CC(=O)C2=C(C1)OC(N)=C(C#N)C2c1ccccc1[N+](=O)[O-] (stereo not given)
  ., ?
C=CCOC(=O)/C(=C/c1cccnc1)NC(=O)c1ccccc1
  ., ?
O=C(NC1CCCc2c1cnn2-c1ccc(F)cc1F)c1cnccn1 (stereo not given)
  ., ?

Part of the list above in order of SMILES length, highest first:
Sequence of screens: S3 lipid droplet cell count max, S3 lipid droplet
Cc1ccc(CCNC(=O)C2CCC(=O)N2C2CCCC2)cc1 (stereo not given)
  ., ?
COC(=O)C1=CNC=C(C(=O)OC)C1c1ccccc1Cl
  ., ?
c1ccc(Oc2ccc(-n3cnnn3)cc2)cc1
  ., ?

Assay outcomes: PubChem BioAssay, National Center for Advancing Translational Sciences (NCATS)
